High-throughput results from PubChem BioAssay.
TcdB GH inh: inhibitors of Clostridioides difficile toxin B glycohydrolase. TcdB glycohydrolase enzymatic assay, plate reader. AID 652162. inhibition, % at 9.99 µM. P18177. 350,000 tested, 0.24% active; in the data active = inhibition above about 10%
BioA inh: blocks M. tuberculosis BioA enzyme activity | purified M. tuberculosis BioA enzyme, plate reader | AID 602481 | 360,000 tested, 0.096% active | inhibition, % at 9.99 µM; in the data active = inhibition above about 40%
The depositor's hits bear a star. An excerpt; count on the stated rates, not on these rows.

cpd	canonical_smiles	TcdB GH inh	BioA inh
1	C[C@H]1CN([C@@H](C)CO)C(=O)c2cccc(NC(=O)Nc3ccc(F)cc3)c2O[C@@H]1CN(C)C(=O)Nc1ccc(C(F)(F)F)cc1	-1.0	0.4
2	CC(C)NC(=O)N[C@H]1CC[C@H](CCNC(=O)C2CCC2)O[C@@H]1CO	-0.9	4.1
3	COc1ccc(CN(C)C[C@H]2OCCCC[C@H](C)Oc3ccc(NS(=O)(=O)c4ccc(Cl)cc4)cc3C(=O)N([C@H](C)CO)C[C@@H]2C)cc1	-0.5	-1.9
4	COCC(=O)Nc1ccc2c(c1)C(=O)N(C)C[C@H](OC)[C@H](C)CN(Cc1cc(F)ccc1F)[C@H](C)CO2	-0.7	1.8
5	C[C@@H]1CN([C@H](C)CO)C(=O)Cc2cc(NS(=O)(=O)c3ccccc3)ccc2O[C@@H]1CN(C)Cc1ccccc1	-5.7	2.7
6	CCCC(=O)Nc1ccc2c(c1)OC[C@H](C)N(CC1CCOCC1)C[C@@H](C)[C@H](OC)CN(C)C2=O	-0.1	1.1
7	C[C@@H]1CN([C@H](C)CO)C(=O)c2cc(NC(=O)Cc3cn(C)c4ccccc34)ccc2O[C@H]1CN(C)C(=O)Nc1cccc2ccccc12	-0.5	-0.2
8	COc1ccc(S(=O)(=O)N(C)C[C@@H]2OCCCC[C@@H](C)Oc3ccc(NS(=O)(=O)c4c(C)noc4C)cc3C(=O)N([C@@H](C)CO)C[C@@H]2C)cc1	0.4	-1.3
9	CC(C)OC(=O)N(C)C[C@@H]1OCc2ccccc2-c2ccccc2C(=O)N([C@@H](C)CO)C[C@@H]1C	-0.3	0.9
10	C[C@H]1CN([C@@H](C)CO)C(=O)c2cc(NC(=O)Cn3cnnn3)ccc2O[C@@H]1CN(C)Cc1ccncc1	-5.5	0.5
11	C[C@@H]1CCCCO[C@@H](CN(C)C)[C@H](C)CN([C@@H](C)CO)C(=O)c2cc(NS(=O)(=O)c3ccccc3)ccc2O1	-0.9	-0.5
12	Cc1noc(C)c1S(=O)(=O)Nc1ccc2c(c1)C(=O)N([C@@H](C)CO)C[C@H](C)[C@H](CN(C)Cc1ccc(C(F)(F)F)cc1)OCCCC[C@@H](C)O2	-0.4	-1.7
13	Cc1noc(C)c1NC(=O)N(C)C[C@H]1Oc2ccc(NC(=O)NC(C)C)cc2CC(=O)N([C@@H](C)CO)C[C@@H]1C	-1.0	1.3
14	CC(C)NC(=O)N(C)C[C@H]1Oc2ccc(NC(=O)Nc3ccc(C(F)(F)F)cc3)cc2C(=O)N([C@@H](C)CO)C[C@@H]1C	0.0	-0.8
15	Cc1ccc(S(=O)(=O)N(C)C[C@@H]2OCc3ccccc3-c3ccccc3C(=O)N([C@H](C)CO)C[C@H]2C)cc1	0.6	0.7
16	C[C@@H]1CN([C@H](C)CO)C(=O)Cc2cc(NS(=O)(=O)c3cccs3)ccc2O[C@@H]1CN(C)C(=O)Nc1ccc(F)cc1	0.7	-2.4
17	C[C@@H]1CN([C@H](C)CO)C(=O)c2cc(NC(=O)Cn3cnnn3)ccc2O[C@H]1CN(C)S(C)(=O)=O	0.5	33
18	COc1cccc(S(=O)(=O)N(C)C[C@@H]2Oc3cc(C4=CCCC4)ccc3S(=O)(=O)N([C@H](C)CO)C[C@@H]2C)c1	-0.4	-1.6
19	COc1ccc(S(=O)(=O)Nc2ccc3c(c2)C(=O)N([C@@H](C)CO)C[C@@H](C)[C@@H](CN(C)C(=O)NC2CCCCC2)O3)cc1	0.1	0.3
20	O=C(Cc1ccccn1)N[C@H]1CC[C@@H](CCn2cc(-c3cccnc3)nn2)O[C@H]1CO	0.8	11
21	Cc1noc(C)c1S(=O)(=O)N(C)C[C@@H]1Oc2ccc(NC(=O)C3CC3)cc2CC(=O)N([C@@H](C)CO)C[C@H]1C	-4.8	-5.3
22	C[C@H]1CN([C@@H](C)CO)C(=O)c2cc(C#Cc3ccncc3)cnc2O[C@@H]1CN(C)S(=O)(=O)c1ccccc1F	0.5	1.4
23	C[C@@H]1CCCCO[C@@H](CN(C)C(=O)c2ccccc2)[C@H](C)CN([C@H](C)CO)C(=O)c2cc(NC(=O)Cc3ccccc3)ccc2O1	-0.4	-1.7
24	C[C@@H]1CCCCO[C@@H](CN(C)Cc2ccncc2)[C@@H](C)CN([C@H](C)CO)C(=O)c2cc(NC(=O)Nc3ccc4c(c3)OCO4)ccc2O1	-0.1	-0.6
25	COc1ccc(S(=O)(=O)N(C)C[C@@H]2OCCCC[C@@H](C)Oc3ccc(NS(=O)(=O)c4cn(C)cn4)cc3C(=O)N([C@@H](C)CO)C[C@H]2C)cc1	0.1	0.1
26	OC[C@@H]1[C@H]2c3ccccc3NC[C@H]2N1CC1CCCCC1	0.8	5.3
27	C[C@H](CO)N1C[C@H](C)[C@H](CN(C)S(C)(=O)=O)Oc2ccc(NS(=O)(=O)c3cn(C)cn3)cc2CC1=O	-0.6	-0.1
28	O=C(Nc1ccccc1F)N[C@@H]1CC[C@H](CCNS(=O)(=O)c2ccc(F)cc2)O[C@H]1CO	-0.2	3.7
29	CNC(=O)C[C@H]1CC[C@@H]2[C@H](COc3ccc(NC(=O)c4ccccc4OC)cc3C(=O)N2C)O1	2.6	4.9
30	N#C[C@@H]1[C@H](c2ccccc2)[C@@H](CO)N1C(=O)Cc1ccccn1	-0.4	-0.4

Some of the entries above in a different format:
[24] C[C@@H]1CCCCO[C@@H](CN(C)Cc2ccncc2)[C@@H](C)CN([C@H](C)CO)C(=O)c2cc(NC(=O)Nc3ccc4c(c3)OCO4)ccc2O1
  TcdB GH inh: -0.1; BioA inh: -0.6
[25] COc1ccc(S(=O)(=O)N(C)C[C@@H]2OCCCC[C@@H](C)Oc3ccc(NS(=O)(=O)c4cn(C)cn4)cc3C(=O)N([C@@H](C)CO)C[C@H]2C)cc1
  TcdB GH inh: 0.1; BioA inh: 0.1
[26] OC[C@@H]1[C@H]2c3ccccc3NC[C@H]2N1CC1CCCCC1
  TcdB GH inh: 0.8; BioA inh: 5.3

The results go on:
cpd	canonical_smiles	TcdB GH inh	BioA inh
31	CN(C)CC(=O)Nc1ccc2c(c1)[C@H]1C[C@@H](CC(=O)N3CCc4ccccc4C3)O[C@H](CO)[C@H]1O2	-0.3	1.0
32	C[C@H]1CN([C@@H](C)CO)C(=O)CCCn2nncc2CO[C@@H]1CN(C)S(=O)(=O)c1ccc2c(c1)OCCCO2	-0.2	8.2
33	C[C@H]1CCCCO[C@H](CN(C)C(=O)Nc2ccccc2)[C@@H](C)CN([C@@H](C)CO)C(=O)c2cc(NC(=O)Cc3ccccc3)ccc2O1	-1.1	-2.1
34	O=C(NC[C@H]1[C@H](c2ccccc2)[C@@H](CO)N1CC1CC1)C1CC1	-0.3	1.7
35	O=C(CCN1CCCCC1)N[C@@H]1CC[C@H](CC(=O)N2CCC(Cc3ccccc3)CC2)O[C@@H]1CO	0.2	-1.5
36	Cc1ccc(S(=O)(=O)Nc2cccc3c2O[C@@H](CN(C)C(=O)Nc2ccc(F)cc2)[C@H](C)CN([C@H](C)CO)C3=O)cc1	1.0	-0.6
37	COc1ccc(S(=O)(=O)N(C)C[C@@H]2Oc3ccc(NC(=O)CCCCCC(=O)Nc4ccccc4N)cc3CC(=O)N([C@@H](C)CO)C[C@@H]2C)cc1	0.3	-1.3
38	O=C(C[C@@H]1CC[C@@H](NC(=O)c2ccncc2)[C@@H](CO)O1)NCC1CCCCC1	-1.2	-1.4
39	C[C@@H]1CN([C@H](C)CO)S(=O)(=O)c2ccc(-c3cccc(C#N)c3)cc2O[C@@H]1CN(C)C(=O)Nc1ccccc1F	-0.5	-0.3
40	O=C(C[C@@H]1CC[C@H]2[C@@H](COC[C@@H](O)CN2S(=O)(=O)c2ccccc2Cl)O1)NCc1ccccc1Cl	1.1	15

Filtered by structure, the entries above with a Cl atom
cpd	canonical_smiles	TcdB GH inh	BioA inh
3	COc1ccc(CN(C)C[C@H]2OCCCC[C@H](C)Oc3ccc(NS(=O)(=O)c4ccc(Cl)cc4)cc3C(=O)N([C@H](C)CO)C[C@@H]2C)cc1	-0.5	-1.9
40	O=C(C[C@@H]1CC[C@H]2[C@@H](COC[C@@H](O)CN2S(=O)(=O)c2ccccc2Cl)O1)NCc1ccccc1Cl	1.1	15

The listing continues.
cpd	canonical_smiles	TcdB GH inh	BioA inh
41	CCCC(=O)Nc1ccc2c(c1)OC[C@@H](C)N(Cc1ccccc1F)C[C@H](C)[C@@H](OC)CN(C)C2=O	0.3	3.4
42	C[C@@H]1CN([C@@H](C)CO)C(=O)c2cc(NC(=O)Nc3ccccc3)ccc2O[C@@H](C)CCCCO[C@@H]1CN(C)C	-1.8	-0.2
43	COCc1cn(CC[C@@H]2CC[C@H](NC(=O)c3ccccc3)[C@H](CO)O2)nn1	-0.4	-2.9
44	COc1ccc(S(=O)(=O)Nc2ccc3c(c2)C(=O)N([C@@H](C)CO)C[C@H](C)[C@H](CN(C)C(=O)C2CCCCC2)OCCCC[C@H](C)O3)cc1	0.7	0.4
45	C[C@@H]1CN([C@@H](C)CO)C(=O)c2cc(NS(=O)(=O)c3cn(C)cn3)ccc2O[C@@H](C)CCCCO[C@@H]1CN(C)C(=O)Nc1ccccc1	0.4	-0.5
46	COC(=O)[C@H]1[C@H](CO)[C@H]2Cn3c(ccc(-c4ccc(OC)cc4)c3=O)[C@@H]1N2C(=O)c1ccccc1F	-0.4	1.7
47	Cc1noc(C)c1S(=O)(=O)Nc1ccc2c(c1)CC(=O)N([C@@H](C)CO)C[C@@H](C)[C@@H](CN(C)S(=O)(=O)c1ccc(Cl)cc1)O2	-2.0	-0.6
48	C[C@@H]1CN([C@@H](C)CO)C(=O)Cc2cc(NS(C)(=O)=O)ccc2O[C@H]1CN(C)S(C)(=O)=O	-0.4	-1.0
49	O=C(c1cccc(F)c1)N1CCCCN2[C@H](CO)[C@H](c3ccc(-c4ccc(F)cc4)cc3)[C@H]2C1	0.6	0.3
50	Cc1ccc(S(=O)(=O)N[C@H]2CC[C@H](CCn3cc(C4CC4)nn3)O[C@@H]2CO)cc1	0.2	5.8
51	CN1C(=O)c2cc(NC(=O)C3CC3)ccc2OC[C@H]2O[C@H](CC(=O)NCCc3ccncc3)CC[C@H]21	0.0	-1.0
52	CCCNC(=O)N(C)C[C@H]1Oc2ncc(C#Cc3ccccc3F)cc2C(=O)N([C@H](C)CO)C[C@H]1C	0.1	1.8
53	CC=Cc1ccc2n(c1=O)C[C@H]1[C@H](CO)[C@@H](C(=O)NCCC)[C@@H]2N1C(=O)c1ccccc1F (mixture of isomers)	1.2	-1.0
54	O=C(C[C@@H]1C[C@H]2c3cc(NC(=O)C4CCOCC4)ccc3O[C@H]2[C@@H](CO)O1)NCCN1CCCCC1	-1.8	-3.3
55	O=C(Nc1ccc2c(c1)OCO2)N[C@@H]1CC[C@H](CCNC(=O)C2CCCC2)O[C@@H]1CO	-0.8	-2.8
56	COc1ccc(-c2ccc3c(c2)[C@@H]2[C@@H](CCN2C(=O)C2CC2)[C@H](CO)N3C)cc1	13*	-2.2
57	CC(=O)N1CCCCN2[C@@H](CO)[C@@H](c3ccc(-c4cccc(C)c4)cc3)[C@@H]2C1	-0.2	5.5
58	O=C(C[C@@H]1CC[C@@H]2[C@H](COC[C@@H](O)CN2C(=O)c2ccc3c(c2)OCO3)O1)NC1CCC1	-1.5	-1.5
59	C[C@@H]1CCCCO[C@@H](CN(C)S(=O)(=O)c2ccccc2)[C@@H](C)CN([C@@H](C)CO)C(=O)c2cc(NC(=O)Nc3ccccc3)ccc2O1	-0.2	-0.6
60	Cc1noc(C)c1NC(=O)Nc1ccc2c(c1)C(=O)N([C@@H](C)CO)C[C@H](C)[C@H](CN(C)C(=O)Nc1ccccc1)OCCCC[C@H](C)O2	-0.8	0.1
61	C[C@@H]1CCCCO[C@@H](CN(C)CC2CCCCC2)[C@@H](C)CN([C@@H](C)CO)C(=O)c2cc(NS(=O)(=O)c3ccccc3)ccc2O1	-4.8	1.1
62	C[C@@H]1CN([C@@H](C)CO)C(=O)Cc2cc(NS(=O)(=O)c3ccc(Cl)cc3)ccc2O[C@H]1CN(C)Cc1ccc(C(F)(F)F)cc1	-2.1	-0.6
63	COc1cccc(-c2cn(CC[C@H]3CC[C@H](NS(=O)(=O)Cc4ccccc4)[C@H](CO)O3)nn2)c1	1.8	1.2
64	CO[C@H]1CN(C)C(=O)c2cc(NC(=O)NC3CCCCC3)ccc2OC[C@H](C)N(CC2CCOCC2)C[C@@H]1C	-0.4	-5.7
65	O=C(O)C[C@H]1CC[C@H]2[C@@H](COC[C@@H](O)CN2S(=O)(=O)c2ccc(F)cc2)O1	-1.6	0.1
66	COc1ccc(S(=O)(=O)N(C)C[C@@H]2OCCCC[C@H](C)Oc3ccc(NC(=O)NC4CCCCC4)cc3C(=O)N([C@@H](C)CO)C[C@@H]2C)cc1	0.6	-3.5
67	CCCNC(=O)N1[C@@H]2Cn3c(cccc3=O)[C@H]1[C@@H](C(=O)N1CCC(Cc3ccccc3)CC1)[C@@H]2CO	1.0	-0.5
68	Cc1cccc(S(=O)(=O)N(C)C[C@@H]2OCc3ccccc3-c3ccccc3C(=O)N([C@H](C)CO)C[C@H]2C)c1	-1.4	0.1
69	C[C@@H]1CN([C@@H](C)CO)C(=O)c2cc(NS(=O)(=O)c3ccc(F)cc3)ccc2O[C@@H](C)CCCCO[C@H]1CN(C)CC1CCCCC1	0.8	0.0
70	COc1ccc(NC(=O)N(C)C[C@H]2Oc3ccc(NS(=O)(=O)c4cccs4)cc3C(=O)N([C@@H](C)CO)C[C@H]2C)cc1	-0.6	-0.7
71	CCCNC(=O)N[C@@H]1CC[C@@H](CCNS(=O)(=O)c2cccc(F)c2)O[C@@H]1CO	0.2	-0.6
72	CN(C)C(=O)c1ccc(-c2ccc3c(c2)[C@@H]2[C@@H](CCN2C(=O)C2CC2)[C@H](CO)N3C)cc1	-1.8	1.5
73	C[C@@H]1CN([C@@H](C)CO)C(=O)Cc2cc(NC(=O)Cn3cnnn3)ccc2O[C@@H]1CN(C)CC1CC1	-0.6	-3.5
